Screening data deposited in PubChem by National Center for Advancing Translational Sciences (NCATS).
HBB splice mod: alters splicing of the hemoglobin beta chain; HBB splicing reporter cell assay, activation; EGFP reporter with mutant IVS2-654 intron; response scale: normalised to 500 nM splice-correcting PNA; Potency, µM (titrated, usually from 46.1 µM), for inactives: top-dose activation, hits mostly activators; 65,000 compounds, 0.06% hits; AID 925; further: potency means the concentration at half of the fitted maximal effect; 0% is about no effect
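HeLa cells stably expressing EGFP interrupted by mutant beta-globin intron 2 (IVS2-654), 500/well in 2% FCS. Treated with compound for 2 days at 37C. Splicing correction scored as total well GFP intensity (488 nm excitation, 500-520 nm emission); 500 nM antisense PNA served as control.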
Hsp90 Hop PPI: changes Hsp90-Hop TPR2A binding signal, up or down; AlphaScreen TPR2A-His6 binding biotin-Hsp90 C-terminal peptide; 71,000 compounds, 0.44% hits; Potency, µM (top dose mostly 57 µM), for the others: top-dose activity change, negative = inhibition; AID 595; active means well fitted curve in either direction with a large enough effect; inconclusive means small, poorly fitted or top-dose-only effect, or another doubt; further: potency means the concentration at half of the fitted maximal effect; on the % scale 0 is the no-effect control and ±100 the full control effect; many of its hits are not listed in these tables
HADH2 inhib: inhibitors of human HADH2 dehydrogenase. recombinant HADH2, NADH fluorescence, beta-hydroxybutyryl-CoA. 73,000 compounds, 3.4% hits. Q99714. AID 886. Potency, µM (highest dose often 57.1 µM), inactives show top-dose activity change, negative = inhibition, actives largely listed as inhibitors; further: potency means the concentration at half of the fitted maximal effect; on the % scale 0 is the no-effect control and ±100 the full control effect; nearly all actives have a fitted effect of over 60% in size; many of its hits are not listed in these tables
Target sequence (Q99714 whole entry, looked up, one chain of several): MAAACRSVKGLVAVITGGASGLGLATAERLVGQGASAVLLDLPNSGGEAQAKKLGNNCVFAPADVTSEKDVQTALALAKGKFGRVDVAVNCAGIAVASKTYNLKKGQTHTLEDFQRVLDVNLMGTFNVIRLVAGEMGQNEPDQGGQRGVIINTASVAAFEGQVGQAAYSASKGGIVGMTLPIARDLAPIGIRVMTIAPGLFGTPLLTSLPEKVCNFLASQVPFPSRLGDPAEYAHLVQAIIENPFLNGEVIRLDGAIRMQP
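Activity measured as NADH fluorescence gain (360/450 nm), taken as the change between first and last reads of a 4-min kinetic run. Conditions: pH 9.0 Tris buffer, 20 nM E. coli-expressed His-tagged enzyme, 1 mM NAD+, 90 uM beta-hydroxybutyryl-CoA; 15-min compound preincubation.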
15-hLO inh: blocks human 15-lipoxygenase activity; P16050; purified 15hLO-1, xylenol orange hydroperoxide absorbance; 74,000 compounds, 1.4% hits; Potency, µM (doses to about 57.1 µM), without a hit: at the highest dose activity change, negative = inhibition, most hits filed as inhibitors; AID 887; further: potency means the concentration at half of the fitted maximal effect; on the % scale 0 is the no-effect control and ±100 the full control effect; nearly all actives have a fitted effect of over 55% in size
Target sequence (P16050 whole entry, looked up): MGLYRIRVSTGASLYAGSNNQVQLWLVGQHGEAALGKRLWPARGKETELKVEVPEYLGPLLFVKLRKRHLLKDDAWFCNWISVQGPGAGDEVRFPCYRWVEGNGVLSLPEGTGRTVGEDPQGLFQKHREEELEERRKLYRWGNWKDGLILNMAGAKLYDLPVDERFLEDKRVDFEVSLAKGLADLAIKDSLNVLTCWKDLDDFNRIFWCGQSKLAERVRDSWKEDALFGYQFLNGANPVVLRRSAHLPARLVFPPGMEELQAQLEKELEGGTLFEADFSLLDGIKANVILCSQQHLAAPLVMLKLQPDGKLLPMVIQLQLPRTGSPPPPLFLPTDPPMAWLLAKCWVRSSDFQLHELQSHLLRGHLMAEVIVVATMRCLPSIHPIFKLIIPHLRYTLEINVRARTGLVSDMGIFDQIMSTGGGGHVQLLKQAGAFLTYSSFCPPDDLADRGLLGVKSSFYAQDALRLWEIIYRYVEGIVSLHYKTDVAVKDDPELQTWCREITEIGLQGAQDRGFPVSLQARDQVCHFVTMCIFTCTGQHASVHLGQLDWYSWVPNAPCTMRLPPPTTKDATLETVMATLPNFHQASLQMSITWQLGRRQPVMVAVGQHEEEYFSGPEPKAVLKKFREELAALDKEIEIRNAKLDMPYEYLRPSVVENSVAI
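Quantitative HTS in 25 mM Hepes pH 7.5 containing 0.01% Triton X-100: human 15hLO-1 at 40 nM, arachidonic acid at 50 uM, 6 min turnover. Product quantified via ferrous oxidation/xylenol orange, 573:405 nm absorbance ratio.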
Pol III holo inh: DNA polymerase III holoenzyme inhibition; AID 603; reconstituted DNA polymerase III holoenzyme replication, biochemical; 71,000 compounds, 0.25% hits; Potency, µM (titrated, usually from 57.1 µM), for the others: at the top dose activity change, negative = inhibition; further: potency means the concentration at half of the fitted maximal effect; on the % scale 0 is the no-effect control and ±100 the full control effect
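Reconstituted *E. coli* holoenzyme (0.35 nM Pol III, 1 nM beta, 154 nM SSB, 2 nM primase) was preincubated with compound for 15 min at RT. Synthesis on 1.4 nM ssM13Gori ran 35 min, then was stopped with PicoGreen/EDTA and read as dsDNA fluorescence.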
Rhodamine fluor: compound fluoresces in the rhodamine spectral region. 59,000 compounds, 0.05% hits. max dye-equivalent concentration, M. AID 594. Rhodamine-region fluorescence, 547/598 nm, Tris buffer; stronger effect = higher value; in the data active means max dye-equivalent concentration above about 11 nM; inconclusive means between about 1.1 nM and that limit
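Intensities are converted to rhodamine-equivalent concentration using a six-point rhodamine standard on each plate. Compounds sit 15 min at room temperature in 100 mM Tris buffer, pH 8.0; read uses the 547/598 nm excitation/emission pair.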
Tau fil binding: tau filament binding. P10636. recombinant tau filaments, thioflavin S fluorescence, 15 h; filaments grown with octadecylsulfate alongside compound. Potency, µM (top dose mostly 57.1 µM), inactives show top-dose activity change, negative = inhibition. 71,000 compounds, 2% hits. AID 596;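 further: potency means the concentration at half of the fitted maximal effect; on the % scale 0 is the no-effect control and ±100 the full control effect; actives lower thioflavin S fluorescence by blocking filaments or displacing dye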
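Thioflavine S fluorescence (ex 450, em 510 nm) reports filaments formed from 1 uM human tau plus 30 uM ODS over 15 h at 37 C (10 mM HEPES pH 7.4, 100 mM NaCl, 5 mM DTT); compounds displacing dye or blocking filaments lower signal.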
ERK AVP block: vasopressin-driven ERK pathway inhibition. HEK293-V1b, vasopressin-stimulated pERK AlphaScreen. Potency, µM (titrated, usually from 57.5 µM), inactives show at the top dose activity, negative = inhibition, hits mostly inhibitors. 72,000 compounds, 0.99% hits. AID 995; further: potency means the concentration at half of the fitted maximal effect; on the % scale 0 is the no-effect control and ±100 the full control effect; nearly all actives have a fitted effect of over 55% in size
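Phosphorylated ERK1/2 detected via AlphaScreen bead proximity in lysates of V1b-expressing HEK293 cells given 25 nM vasopressin for 5 min after 30 min compound exposure (37 °C). AC50 from Hill equation; basal DMSO 0%, vasopressin 100%.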
TexasRed autofl: compound fluoresces in the Texas Red spectral region; Compound fluorescence, Texas Red channel, 547/618 nm; stronger effect = higher value; max dye-equivalent concentration, M; 59,000 compounds, 0.06% hits; AID 587; in the data active means max dye-equivalent concentration above about 10 nM; inconclusive means between about 1.1 nM and that limit
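Dye-equivalent concentrations come from scaling compound signal (ex 547, em 618 nm) to six Texas Red standard concentrations run on every plate, after 15 min room-temperature incubation in pH 8.0 Tris (100 mM).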
CRE Fsk mod: CRE-bla signaling modulation under forskolin stimulation; 71,000 compounds, 2.5% hits; Potency, µM (highest dose often 38.2 µM), for inactives: at the highest dose activity change, negative = inhibition, usual class: activators; CHO CRE-bla reporter (cAMP response element driving beta-lactamase), forskolin EC10, beta-lactamase ratio; active means well fitted activation curve with a large enough effect in the signal ratio, with a control signal flat, not every such curve was filed as active; inconclusive means small, poorly fitted or top-dose-only effect, or effect the other way, or a change in a side signal; the % refers to the signal ratio; further: potency means the concentration at half of the fitted maximal effect; % of control where 0% means no effect
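CHO CRE-bla cells, overnight plating in Opti-MEM with 0.5% dialyzed FBS; cpd titration + EC10 NKH 477, 3 h 37 °C; CCF4 2 h RT; ex 405/em 460 vs 530 ratio → %Activity, AC50.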
Luciferase inh: inhibitors of firefly luciferase; purified firefly luciferase, luminescence, 8 min; P08659; 72,000 compounds, 2.2% hits; AID 411; Potency, µM (top dose mostly 57.1 µM), for inactives: at the top dose activity change, negative = inhibition, most hits filed as inhibitors; further: potency means the concentration at half of the fitted maximal effect; on the % scale 0 is the no-effect control and ±100 the full control effect; nearly all actives have a fitted effect of over 40% in size
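Inhibition of light generation by firefly luciferase from ATP and luciferin was profiled with concentration-response curves per sample, ATP held at 10 uM within the enzyme's linear range. Plates were read by luminescence after an 8-minute ambient incubation.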
Starred values were filed as active, the others as inactive; i = inactive; u = inconclusive; x = no result given; & = joins results of further samples; [ ] = dose if it differs, or a comment. Unless noted, the call rests on the fitted dose curve; in most records, active means well fitted curve in the direction sought with a large enough effect; inconclusive means small, poorly fitted or top-dose-only effect, or another doubt; inactive means no such curve, though single readings can be large; an effect the other way counts as inactive or inconclusive. An excerpt; rates above refer to the full screens.

SMILES	HBB splice mod	Hsp90 Hop PPI	HADH2 inhib	15-hLO inh	Pol III holo inh	Rhodamine fluor	Tau fil binding	ERK AVP block	TexasRed autofl	CRE Fsk mod	Luciferase inh
CN(C)S(=O)(=O)c1ccc2c(c1)nc(CCC(=O)NCC1CCCCC1)n2C	0.0%[57.5 µM]	0%	22%	2%	-2%	i	-10%	-8%	i	1%	1%
Cc1cccc(N2CCN(C(=O)C3CCCN(S(=O)(=O)c4cnc[nH]4)C3)CC2C)c1 (stereo not given)	-1.9%	-2%	7%	4%	0%	i	-1%	40%	i	u	-2%
COc1ccc2[nH]c(=O)c(CN(Cc3ccco3)Cc3nnnn3Cc3ccccc3)cc2c1	-3.9%	-4%	u	u	-2%	i	48%	-3%	u	-11%	-5%
Brc1ccc(-c2nc3ccccc3s2)s1	-0.7%	21%	4%	-7%	-3%	i	6%	21%	i	u	16µM*
O=S1(=O)CC(NCc2ccccc2)C(Nc2ccccc2)C1 (stereo not given)	-0.3%	0%	-1%	4%	-7%	i	-14%	-6%	u	-1%	1%
CCN1C(=O)CSC1=NC1C2CC3CC(C2)CC1C3 (stereo not given)	-2.0%	23%	8%	-11%	1%	x	-18%	0%	x	u	-7%
COC(=O)c1cc(NC(=O)C2COc3ccccc3O2)cc(C(=O)OC)c1 (stereo not given)	-1.6%	5%	-9%	u	-2%	i	-2%	3%	u	u	-5%
Cc1cccc(NC(=O)CSc2nnc(-c3ccccc3)n2N)c1	0.3%[1.84 µM]	-1%	25%	-1%	3%	i	11%	11%	i	u	4%
C[C@@H](CCc1ccccc1)NC[C@H](O)c1ccc(O)c(C(N)=O)c1	-0.7%[20.6 µM]	-4%[26 µM]	25µM*	4%[25.6 µM]	-6%[25.6 µM]	i	-9%[25.6 µM]	10%[25.7 µM]	i	-12%[17.1 µM]	5%[25.5 µM]
COC(=O)CCN(C(C)=O)c1ccc(N)cc1	0.0%[0.369 µM]	-3%	5%	23%	6%	i	-26%	-1%	u	8%	0%
CCN1CCN(Cc2c(O)ccc3c(=O)c(-c4ccc(OC)c(OC)c4)c(C(F)(F)F)oc23)CC1	-1.3%[0.0738 µM]	-4%[11 µM]	u	7%[11.4 µM]	-2%[11.4 µM]	x	-9%[11.4 µM]	-20%	x	-7%[7.6 µM]	3%
COc1cccc(NC(=O)CSc2nnc(-c3cccs3)n2C)c1	x	0%	19%	-3%	-8%	i	-1%	-28%	i	4%	-1%
CCN1CCN(C(=O)CN(Cc2ccccc2)S(C)(=O)=O)CC1	-0.2%	-1%	-20%	4%	-3%	i	-1%	4%	i	-1%	1%
COc1ccc(O[C@H]2C=C[C@@H](c3ccccc3)O[C@H]2COC(=O)CC/C(C)=N/OCC[C@@H]2C=C[C@H](OC(C)=O)[C@H](COC(C)=O)O2)cc1	0.1%[9.22 µM]	x	1%[11.4 µM]	-1%[11.4 µM]	x	x	x	3%[11.5 µM]	x	x	1%[11.4 µM]
c1ccc2nc(C3=NCCN3)ccc2c1	-0.1%	-4%&1%	-2%&-13%	u	-7%&-8%	i	u	12%&6%	u	4%&0%	-1%&-3%
O=C(CCN1CCc2ccccc2C1)Nc1ccccc1	1.6%[0.0738 µM]	-7%[11 µM]	12%[11.4 µM]	u	-5%[11.4 µM]	x	-17%[11.4 µM]	-21%	x	u	-1%
COC(=O)c1ccc(Cn2cc(Cl)cn2)cc1	-3.9%	2%	-1%	1%	-5%	i	-6%	7%	i	-11%	0%
COc1ccc(S(=O)(=O)N2CCCN(CC(=O)Nc3ccc(OC)c(Cl)c3)CC2)cc1	-2.3%	6%	2%	-16%	2%	i	-2%	35%[activator]	i	u	0%
COC(=O)[C@@H]1C[C@H]1[C@@H](NC(=O)c1ccccc1)c1ccccc1	2.0%	-8%	2%	x	4%	x	-6%	-17%	x	2%	x
CC(C)CC(=O)Nc1ccccc1N1CCOCC1	-7.4%	-3%	-3%	10%	6%	i	-4%	9%	i	6%	3%
CCC(c1nnnn1Cc1ccc2c(c1)OCO2)N1CCN(c2ccccc2)CC1 (stereo not given)	-0.2%[57.5 µM]	-5%	13%	3%	-3%	i	4%	10%	i	-4%	3%
O=C(Nc1ccc2nc(-c3ccco3)[nH]c2c1)c1ccco1	x	0%	-7%	-2%	-10%	i	2%	u	i	u	13µM*
Cn1c(SCC(=O)c2ccc(F)cc2)nc2cccnc21	-0.7%	-5%	-13%	-12%	-7%	i	2%	-14%	i	10%	0%
Cc1ccc2cc(C(c3nnnn3C3CCCC3)N(Cc3cccnc3)Cc3ccco3)c(=O)[nH]c2c1 (stereo not given)	x	-19%	4%	3%	-3%	i	8%	-19%	i	18%	-4%
CCOC(=O)C1=C(C)NC(=O)CC1c1cc2c(cc1Br)OCO2 (stereo not given)	-1.4%	-6%	-11%	-5%	-2%	x	-15%	-7%	x	u	0%
O=C(CSc1ncccn1)c1ccccc1Br	-0.6%	-2%	u	-16%	2%	i	0%	3%	i	1%	-6%
CCn1c(/C=N/n2cnnc2)nc2ccccc21	0.4%	-5%	32µM*	6%	2%	x	5%	0%	x	-2%	2%
Oc1ccc(-c2nnc(-c3ccc(O)cc3)nn2)cc1	1.3%	-7%	-17%	-8%	-4%	i	-9%	-12%	u	u	-22%
CC(=O)N1CCC[C@@]2(CCN(C(=O)Nc3cccc(C#N)c3)C2)C1	1.7%	-3%	5%	2%	11%	i	5%	-2%	i	6%	0%[11.4 µM]
O=C(O)/C(=C\c1ccccc1)c1ccccc1	0.0%[9.22 µM]	-1%[11 µM]	4%[11.4 µM]	6%[11.4 µM]	-6%[11.4 µM]	i	8%[11.4 µM]	-9%[11.5 µM]	i	-14%[7.6 µM]	1%[11.4 µM]
Cc1ccccc1C(=O)Nc1ccc(S(=O)(=O)N2CCN(C)CC2)cc1	1.6%	-4%	8%	-9%	-3%	i	3%	13%	i	-3%	-1%
Nc1nc2n(n1)C(c1ccc(Cl)cc1)CC(c1ccc(F)cc1)N2 (stereo not given)	-1.0%	-5%[2.3 µM]	-5%	17%	-4%	x	-13%	6%	x	-10%	3%
Cc1cc(NC(=O)CSc2nc(C(C)C)nc3c2c(=O)n(C)c(=O)n3C)no1	0.6%	-4%	5%	7%	-2%	x	25%	x	x	10µM*	1%
COc1ccc(S(=O)(=O)Cc2ccc(C(=O)NCc3cccnc3)o2)cc1	-0.9%	-2%[2.3 µM]	7%	1%	-3%	x	13%	5%	x	-2%	1%
O=C(c1cc2nc(-c3ccccc3)cc(C(F)(F)F)n2n1)N1CCCC1	1.4%	0%	19%	2%	2%	i	-9%	0%	i	u	1%
CCc1c(C(=O)Nc2ncn(Cc3cccc(C)c3)n2)csc1C	-0.1%	-2%	6%	55%[activator]	-1%	i	-3%	-19%	i	u	-1%
CC(O)c1cccc(NC2=CC(=O)CC(C)(C)C2)c1 (stereo not given)	-1.2%	1%	1%	-1%	-5%	i	5%	-14%	i	1%	0%
C=Cn1nc(C)c2ccccc2c1=O	0.0%[57.5 µM]	1%	-4%	9%	-3%	i	3%	-28%	i	u	-3%
O=C(CSc1ncn[nH]1)c1ccc2c(c1)OCCO2	-0.9%	-6%	-14%	0%	-3%	i	2%	-16%	i	-9%	0%
Cc1ccc(OCC(=O)n2cnnc2N)c(C)c1	1.0%	-2%	-11%	10%	-2%	i	-3%	7%	i	-3%	-17%
CCCC(C)C(=O)Nc1ccc(Cl)cn1 (stereo not given)	0.3%	1%	2%	0%	6%	i	-10%	30%[activator]	i	3%	1%
COc1ccccc1C(c1nnnn1Cc1ccccc1)N1CCN(c2nc3ccccc3s2)CC1 (stereo not given)	-0.2%[57.5 µM]	-6%	0%	-19%	1%	i	42%	32%[activator]	i	8%	3%
Cc1cc(C)nc(-n2nc(C)cc2NC(=O)c2ccc3c(c2)OCO3)n1	-5.2%	-3%	7%	6%	-6%	i	10%	-11%	u	-3%	4%
N#Cc1nc(COc2ccc(F)cc2)oc1N1CCN(Cc2ccccc2)CC1	1.0%	u	-3%	-5%	-11%	i	22%	-10%	u	24%	3%
CCOC(=O)CNC(=O)CSc1nnc(Cn2c(=O)sc3ccccc32)n1C	0.7%	-2%	3%	5%	-2%	x	-4%	-7%	x	-6%	-1%
